MEX-5 binding: MEX-5 zinc finger RNA-binding disruptors – biochemical, C. elegans, fluorescence polarization, MLPCN library, primary screen; 300,000 tested, 0.38% active; MEX-5/FITC-TCR2 RNA binding; stronger effect = lower value; Zinc finger protein mex-5 (Caenorhabditis elegans), Q9XUB2; activity score (negative = inhibition of binding), % at 10 µM; AID 1832, 2009;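 active means inhibition past about -25% in most replicates, and total fluorescence under double the plate's negative control median, limit read from the data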;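 further: 0% = DMSO and -100% = 5 µM competing unlabeled TCR2 RNA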
AGP1 TOR yeast: modulators of AGP1-GFP expression in yeast TOR pathway, primary screen, cell-based, multiplex flow cytometry, S. cerevisiae, MLPCN library; 3 h; GFP as percent of DMSO wells; GFP response vs DMSO, % at 10 µM; 320,000 tested, 0.02% active; AID 2066, 2009;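 active means GFP response relative to DMSO above a set limit, near screen average plus 3 SD, cut at about 150% in these data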;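 further: median GFP channel fluorescence of the gated AGP1 strain per well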
Fam108B counter: mouse Fam108B serine hydrolase inhibitors, primary screen, counter-screen for RBBP9 inhibitor project, biochemical, fluorescence polarization; AID 1947, 2009; inhibition, % at 9.51 µM; 300,000 tested, 0.33% active; recombinant Fam108B, FP-Rh probe fluorescence polarization;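 active means inhibition above the screen mean inhibition plus 3 SD, computed separately per campaign, cut at about 18% in these data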;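 further: inhibitors lower polarization as less probe binds the enzyme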
GRK2 aptamer HTS: compounds blocking aptamer binding on GRK2 – biochemical, human GRK2, bead flow cytometry, HTS, primary screen; Beta-adrenergic receptor kinase 1 (Homo sapiens), P25098; 330,000 tested, 0.59% active; inhibition of aptamer binding, % at 10 µM; FAM-aptamer displacement from GRK2; AID 488847, 2010;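 active means inhibition of aptamer binding above 40%, roughly 3 SD of noise, on plates passing a quality check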;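 further: median bead fluorescence of bound FAM aptamer so fluorescent compounds give negative values; no value below 0 was filed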
Target sequence (P25098 whole entry, looked up): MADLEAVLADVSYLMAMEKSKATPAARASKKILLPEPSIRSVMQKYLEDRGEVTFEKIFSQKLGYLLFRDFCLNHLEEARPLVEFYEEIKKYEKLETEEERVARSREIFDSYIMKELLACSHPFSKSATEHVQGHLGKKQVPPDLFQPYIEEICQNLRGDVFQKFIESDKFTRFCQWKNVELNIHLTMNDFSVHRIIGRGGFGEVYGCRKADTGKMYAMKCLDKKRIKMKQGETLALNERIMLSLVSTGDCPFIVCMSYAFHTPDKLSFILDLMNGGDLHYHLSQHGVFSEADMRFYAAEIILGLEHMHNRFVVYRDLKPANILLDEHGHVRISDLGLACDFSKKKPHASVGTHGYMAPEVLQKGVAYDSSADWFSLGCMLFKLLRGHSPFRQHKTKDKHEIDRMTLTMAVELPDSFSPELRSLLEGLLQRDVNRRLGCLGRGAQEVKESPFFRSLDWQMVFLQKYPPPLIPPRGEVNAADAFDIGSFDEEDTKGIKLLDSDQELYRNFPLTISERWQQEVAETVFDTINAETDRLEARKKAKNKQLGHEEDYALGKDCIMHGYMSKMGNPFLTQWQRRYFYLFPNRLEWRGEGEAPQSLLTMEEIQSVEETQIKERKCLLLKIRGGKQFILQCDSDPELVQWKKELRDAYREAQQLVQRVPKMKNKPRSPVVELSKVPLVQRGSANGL
Bcl-xL primary: inhibitors of human Bcl-xL, primary screen, biochemical, fluorescence polarization, HTS; GST-Bcl-xL / FITC-Bim BH3 peptide fluorescence polarization; inhibition, % at 10.9 µM; 320,000 tested, 0.7% active; Bcl-2-like protein 1 (Homo sapiens), Q07817;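 active means inhibition above the mean of all tested compounds plus 3 SD, cutoff set per campaign, cut at about 30% in these data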;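 further: 0% = DMSO wells and 100% = unlabeled Bim-BH3 peptide competitor; inhibitors lower millipolarization by displacing the labeled peptide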
Target sequence (Q07817 whole entry, looked up): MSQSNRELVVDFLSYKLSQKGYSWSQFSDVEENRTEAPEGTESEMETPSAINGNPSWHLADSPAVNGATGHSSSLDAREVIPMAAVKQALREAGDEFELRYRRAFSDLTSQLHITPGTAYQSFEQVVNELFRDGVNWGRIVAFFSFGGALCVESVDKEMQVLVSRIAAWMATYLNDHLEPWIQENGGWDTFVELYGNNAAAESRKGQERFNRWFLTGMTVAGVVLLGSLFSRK
VLA-4 inh: inhibition in human VLA-4 binding assay, primary screen, VLA-4 allosteric modulator project, MLPCN library, flow cytometry, VLA-4 expressing cells. Integrin alpha-4 (Homo sapiens), P13612. inhibition, % (about 7 µM as worked out from the volumes in the protocol). 330,000 tested, 0.2% active. AID 2557, 2010. ligand binding flow cytometry; in the data active means inhibition above about 50%
GLD-1 TGE inh: GLD-1/TGE RNA complex disruptors, primary screen, biochemical, fluorescence polarization | Female germline-specific tumor suppressor gld-1 (Caenorhabditis elegans), Q17339 | purified GLD-1 + fluorescein TGE RNA | inhibition, % at 5.96 µM | 320,000 tested, 0.44% active;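 active means percent inhibition above a per-plate cutoff, the plate mean of test compounds plus 3 SD, cut at about 30% in these data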;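 further: 0% = DMSO wells with GLD-1 and probe and 100% = wells lacking GLD-1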
MCL1-BIM inh: inhibitors of MCL1 binding to BIM-BH3, primary screen, biochemical, fluorescence polarization | inhibition, % at 10.9 µM | 320,000 tested, 0.68% active | GST-MCL1 / FITC-Bim-BH3 fluorescence polarization;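 active means inhibition above the mean inhibition of all tested compounds plus 3 SD, set per campaign, cut at about 40% in these data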;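 further: 0% = DMSO wells and 100% = unlabeled Bim-BH3 peptide control; higher means more loss of mP so more displacement of Bim peptide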
CIT2-GFP yeast: modulators of CIT2-GFP expression in yeast, primary screen, S. cerevisiae, GFP fusion, multiplex flow cytometry, MLPCN library | 320,000 tested, 0.065% active | S. cerevisiae CIT2-GFP strain, 3 h; 100 means same as DMSO wells | AID 2029, 2009 | GFP response vs DMSO, % at 10 µM;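 active means GFP response relative to DMSO above a set limit, near the screen mean plus 3 SD, cut at about 150% in these data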;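 further: ratio of well median GFP fluorescence to mean of DMSO wells on the plate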
Starred values were filed as active, the others as inactive; . = no result given. Outcome played no part in choosing rows; any-hit rate near 2.2%.

cpd	SMILES	Fam108B counter	Bcl-xL primary	GLD-1 TGE inh	AGP1 TOR yeast	GRK2 aptamer HTS
1	CC(=O)N(Cc1ccco1)c1nc(C(=O)Nc2ccc(Cl)cc2)c(C)s1	-6	0	2	96	0
2	CC(=O)c1cc(NC(=O)c2ccc(Cl)cc2)c(=O)oc1/C=C/N(C)C	-2	-69	-151	98	0
3	C[C@@H](C(=O)Nc1ccccc1N1CCOCC1)N1C(=O)C2CC=CCC2C1=O (some centres undefined)	2	-2	3	88	0
4	Cc1ccc(/C=N/NC(=O)CNC(=O)COc2ccccc2)o1	0	2	5	104	0
5	Cc1cccc(N(C(=O)Cn2nnc3ccccc32)C(C(=O)NCc2ccco2)c2ccncc2)c1 (centres undefined)	3	1	6	100	1
6	CCOc1ccc2c(c1)C(C)=CC(C)(C)N2	.	9	13	98	0
7	CCOc1ccc(S(=O)(=O)NCCC(=O)Nc2cccc(C(=O)OC)c2)cc1	3	1	6	102	2
8	O=C(O)c1cccc(S(=O)(=O)N2CCCC2)c1	1	11	11	107	2
9	O=C(NC(=S)NCc1ccccc1)c1ccccc1[N+](=O)[O-]	6	4	8	101	1
10	COC(=O)c1sccc1NC(=O)c1ccc(Br)s1	-2	-5	3	101	0
11	CC1Cc2ccccc2N1C(=O)CCS(=O)(=O)c1ccc2c(c1)NC(=O)CS2 (centres undefined)	6	0	-5	106	0
12	COc1ccc(CN2CCCC(C(=O)N3CCCCC3)C2)cc1OC (centres undefined)	-1	-1	2	101	1

cpd	CIT2-GFP yeast	MEX-5 binding	MCL1-BIM inh	VLA-4 inh
1	102	8.2	-15	-2
2	107	-26*	-103	19
3	86	-0.4	2	0
4	100	0.0	1	14
5	97	1.5	7	18
6	91	.	6	6
7	106	2.3	-3	16
8	105	-0.4	12	25
9	109	-0.8	7	22
10	103	-1.1	-3	-1
11	109	-1.0	-9	-71
12	107	1.4	-5	21

Later entries:
cpd	SMILES	Fam108B counter	Bcl-xL primary	GLD-1 TGE inh	AGP1 TOR yeast	GRK2 aptamer HTS
13	Cc1[nH]c2ccccc2c1-c1csc(NC(=O)CSCC(=O)O)n1	12	16	10	107	6
14	O=C(OC(C(=O)NC1CCCC1)c1ccccc1F)c1ccco1 (centres undefined)	0	4	4	99	0
15	CN(C)C(N)=NCCC[C@H](N)C(=O)O	-1	3	3	83	2
16	O=C(/C=C/c1ccccc1)Nc1ccc2c(c1)C(=O)NC2=O	-5	25	6	102	3
17	CC(C)(C)c1ccc(C(=O)N2CCCN(C(=O)c3ccc(C(C)(C)C)cc3)CC2)cc1	9	1	2	97	1
18	CCN(C(=O)Nc1ccccc1)c1ccccc1	4	-2	4	98	0
19	O=C1C2CCCN2C(=O)N1CCN1CCN(c2ccccc2)CC1 (centres undefined)	3	4	4	105	0
20	Cc1cc(NC(=O)CCCOc2ccc(Cl)cc2Cl)no1	5	10	-3	100	0
21	COc1ccc2c(c1OC)C(=O)OC2Nc1ccccn1 (centres undefined)	1	2	2	105	4
22	COc1cc(CNc2ccc3[nH]c(=O)[nH]c3c2)ccc1OCc1ccccc1F	1	4	-3	108	1
23	O=C(NCc1cccc(C(F)(F)F)c1)C1CC2Cn3c(nc4ccccc43)C2N1Cc1ccccc1 (centres undefined)	0	7	5	97	0
24	O=C(CN(Cc1ccco1)C(=O)c1ccc(Cl)cc1)Nc1ccc(Cl)c(Cl)c1	-3	6	-1	113	0

cpd	CIT2-GFP yeast	MEX-5 binding	MCL1-BIM inh	VLA-4 inh
13	99	-1.2	5	8
14	91	0.4	1	-2
15	83	2.1	3	37
16	100	-0.9	3	4
17	100	-2.6	-8	9
18	99	-1.9	1	-87
19	108	3.7	3	-1
20	97	1.1	6	6
21	105	-1.0	-2	1
22	100	1.7	3	-6
23	94	-3.6	4	-2
24	103	1.0	3	25

Next part.
cpd	SMILES	Fam108B counter	Bcl-xL primary	GLD-1 TGE inh	AGP1 TOR yeast	GRK2 aptamer HTS
25	O=C(O)/C(=C/c1ccco1)NC(=O)c1ccccc1	-3	8	6	103	12
26	O=[N+]([O-])c1c(NCc2ccco2)ccc2nonc12	4	3	6	117	0
27	Cc1cc(C)nc(Sc2ncnc3sc4c(c23)CCC4)n1	2	5	-10	91	1
28	CC1=NN(c2nc(-c3ccc(Cl)cc3)cs2)C(=O)C1	5	-3	-6	99	1
29	O=C(Nc1ccccc1Cl)N1CCN(c2ccc3nncn3n2)CC1	3	5	-4	99	0
30	O=C(Nc1ccc2ccccc2c1)c1cccc([N+](=O)[O-])c1	-4	7	4	92	2
31	O=C(Nc1ccccn1)c1cccnc1	-5	6	8	101	1
32	Cc1cccc(C)c1OCC(=O)Nc1nnc(C2CCCO2)s1 (centres undefined)	-1	4	-3	93	0
33	Cc1c(N(C)C(=O)C23CC4CC(CC(C4)C2)C3)c(=O)n(-c2ccccc2)n1C	7	0	0	108	0
34	COc1ccc(C(=O)CSc2nnc3n2CCCN3C(=O)Nc2ccccc2)cc1	-2	-3	-6	98	0
35	COC(C(=O)Nc1ccc(C(N)=O)cc1)c1ccccc1 (centres undefined)	-1	6	-2	104	0
36	COc1ccc(NC(=O)c2sc3ncnc(N4CCN(c5ccccn5)CC4)c3c2C)cc1Cl	-30	4	0	96	1

cpd	CIT2-GFP yeast	MEX-5 binding	MCL1-BIM inh	VLA-4 inh
25	103	-12	11	-8
26	100	-3.8	-4	0
27	.	-1.7	13	22
28	100	0.8	16	-1
29	99	2.4	7	-1
30	92	0.3	1	-8
31	96	0.1	7	7
32	92	0.7	6	17
33	113	-2.6	5	9
34	91	2.0	-3	-1
35	103	-1.0	14	11
36	88	1.3	-4	6

The listing continues.
cpd	SMILES	Fam108B counter	Bcl-xL primary	GLD-1 TGE inh	AGP1 TOR yeast	GRK2 aptamer HTS
37	COC(=O)c1ccc(C(=O)OC)c(NC(=O)CN2CCN(c3ccccc3)CC2)c1	-3	2	5	100	0
38	COc1ccc(C2C(C(C)=O)=C(C)N=c3s/c(=C\c4ccc5c(c4)OCO5)c(=O)n32)c(OC)c1 (centres undefined)	-5	-6	-9	101	3
39	Cc1onc(C(=O)NC2CCCCC2)c1[N+](=O)[O-]	2	3	0	104	0
40	Cc1nc2ccc(NC(=S)NCCCO)cc2nc1C	-1	6	2	103	0
41	CCOC(=O)C1=C(c2ccccc2)NC(N)=NC1c1ccc(OCc2ccc(C(=O)OC)cc2)cc1 (centres undefined)	16	3	-3	105	0
42	O=S(=O)(c1ccc2nc(COc3ccc(Cl)cc3Cl)[nH]c2c1)N1CCOCC1	-7	-4	11	93	0
43	COc1cccc(-c2onc3ccc(C(=O)/C=C/N(C)C)cc23)c1	-6	-3	-5	20	6
44	O=C(/C=C/Sc1ccccc1)c1ccccc1	-2	9	-1	89	0
45	CCOC(=O)c1nn(-c2cccc(OC)c2)c(-c2ccccc2)c1C(=O)c1ccccc1	3	-4	-2	98	2
46	COc1ccc(CCNC(=O)C(=O)NCC2OCCN2S(=O)(=O)c2ccc(OC)c(C)c2)cc1 (centres undefined)	-1	2	1	106	1
47	CCOc1ccc(S(=O)(=O)Nc2cccc(C(=O)NCC(c3ccccc3)N(C)C)c2)cc1 (centres undefined)	0	5	0	110	0
48	O=c1[nH]c2ccccc2[nH]c1=O	1	2	-1	104	0
49	C#CCCOC(=O)N1C2=NC(C(=O)OC)=C(C(=O)OC)[C@@H]3N(CC=C)c4ccccc4[C@]23C[C@H]1C(=O)OC	0	4	4	68	3

cpd	CIT2-GFP yeast	MEX-5 binding	MCL1-BIM inh	VLA-4 inh
37	102	-3.0	-6	9
38	94	-3.2	-17	-3
39	111	-1.9	0	-4
40	98	-1.2	6	-5
41	107	1.0	2	-4
42	92	1.6	-7	-375
43	83	4.3	1	-2
44	.	-0.9	9	29
45	100	0.3	-1	11
46	98	-1.0	0	-2
47	107	1.4	2	8
48	102	-1.9	-3	8
49	61	1.4	-4	-17

Structural class: the entries above containing a furan ring, fused or not
cpd	SMILES	Fam108B counter	Bcl-xL primary	GLD-1 TGE inh	AGP1 TOR yeast	GRK2 aptamer HTS
1	CC(=O)N(Cc1ccco1)c1nc(C(=O)Nc2ccc(Cl)cc2)c(C)s1	-6	0	2	96	0
4	Cc1ccc(/C=N/NC(=O)CNC(=O)COc2ccccc2)o1	0	2	5	104	0
5	Cc1cccc(N(C(=O)Cn2nnc3ccccc32)C(C(=O)NCc2ccco2)c2ccncc2)c1 (centres undefined)	3	1	6	100	1
14	O=C(OC(C(=O)NC1CCCC1)c1ccccc1F)c1ccco1 (centres undefined)	0	4	4	99	0
24	O=C(CN(Cc1ccco1)C(=O)c1ccc(Cl)cc1)Nc1ccc(Cl)c(Cl)c1	-3	6	-1	113	0
25	O=C(O)/C(=C/c1ccco1)NC(=O)c1ccccc1	-3	8	6	103	12
26	O=[N+]([O-])c1c(NCc2ccco2)ccc2nonc12	4	3	6	117	0

cpd	CIT2-GFP yeast	MEX-5 binding	MCL1-BIM inh	VLA-4 inh
1	102	8.2	-15	-2
4	100	0.0	1	14
5	97	1.5	7	18
14	91	0.4	1	-2
24	103	1.0	3	25
25	103	-12	11	-8
26	100	-3.8	-4	0

Assay outcomes deposited in PubChem BioAssay by several laboratories.
